# Screening data from PubChem.
# B2AR arrestin = recruits beta-arrestin to the human beta2-adrenergic receptor | P07550 | beta-arrestin recruitment to beta2AR, cell-based reporter | Potency, µM (series often up to 46.1 µM), inactives show top-dose activation, hits mostly activators | 330,000 compounds, 0.02% hits;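 further: potency means the concentration at half of the fitted maximal effect; 0% = DMSO controls and full agonism = EC100 isoproterenol or metaproterenol; nearly all actives have a fitted effect of over 65% in size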
# p53 reactivator = restores transcriptional activity of mutant p53 | H1299 p53-A138V BP100-luciferase reporter, luminescence, 24 h | Potency, µM (series often up to 92.2 µM), for the others: at the highest dose activity change, positive = activation, usual class: activators | 320,000 compounds, 0.063% hits; further: potency means the concentration at half of the fitted maximal effect; % of control where 0% means no effect; nearly all actives have a fitted effect of over 45% in size
#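 p53-null H1299 cells stably carrying temperature-sensitive p53-A138V and a BP100-luciferase reporter were pinned with compounds (4-point, 1:5 series) and held 24 hrs at 37 deg C. Luminescence was read 10 min after detection reagent.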
# BRCA1 expr act = activators of BRCA1 expression. 380,000 compounds, 1.1% hits. MCF7-BRCA1-FFLuc reporter, luminescence, 48 h; response scale: scaled: vehicle 0%, 10 µM genistein 100%. AID 624202. Potency, µM (top dose mostly 46.1 µM), without a hit: top-dose activation, actives largely listed as activators; further: potency means the concentration at half of the fitted maximal effect; nearly all actives have a fitted effect of over 80% in size; some results filed as inactive show a strong effect at the top dose
#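 Using MCF7 cells harboring a BRCA1 firefly luciferase reporter, plated 2 h before compound pinning, the screen measured luminescence after 48 h incubation. Responses were normalized to DMSO and 10 microM genistein, then fitted for concentration-effect.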
# TCR act = activators of T cell receptors; primary human leukocytes, anti-CD3, IL-2 HTRF, 48 h; Potency, µM (highest dose often 9.22 µM), without a hit: at the top dose activation of IL-2 secretion, most hits filed as activators; 330,000 tested, under 10 active; AID 504894; further: % of control where 0% means no effect
#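 IL-2 produced over 48 hr by a-CD3 bead-stimulated primary human leukocytes exposed to compounds was detected with a homogeneous time-resolved FRET immunoassay, 665nm acceptor signal after 320nm excitation.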
# A-T KAP1 phos = potential ataxia-telangiectasia treatment. 320,000 compounds, 0.19% hits. Potency, µM (doses to about 57.5 µM), inactives show top-dose activation, actives largely listed as activators. […] A-T fibroblasts, KAP-1 phosphorylation AlphaLISA; neocarzinostatin DNA damage 30 min before lysis; further: potency means the concentration at half of the fitted maximal effect; % of control where 0% means no effect; nearly all actives have a fitted effect of over 45% in size
#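 hTERT-immortalized A-T patient fibroblasts ([…]), 500 cells/well in OPTI-MEM, 1% FBS, got compounds for 60 min, then NCS for 30 min at 37C. Lysates were then assayed for phospho-KAP-1 by AlphaLISA (anti-pKAP1 donor, anti-KAP1 acceptor beads), 6 hr at 25C.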
# TRPV1 agonist = human TRPV1 agonism; 320,000 compounds, 0.19% hits; AID 540275; TRPV1-expressing cells, Fluo-8 calcium influx, agonist mode; Q8NER1; activation, % at 8.33 µM; in the data active means activation above about 80%; inconclusive means between about 30% and that limit; further: 0% is about no effect
# Target sequence (Q8NER1 whole entry, looked up): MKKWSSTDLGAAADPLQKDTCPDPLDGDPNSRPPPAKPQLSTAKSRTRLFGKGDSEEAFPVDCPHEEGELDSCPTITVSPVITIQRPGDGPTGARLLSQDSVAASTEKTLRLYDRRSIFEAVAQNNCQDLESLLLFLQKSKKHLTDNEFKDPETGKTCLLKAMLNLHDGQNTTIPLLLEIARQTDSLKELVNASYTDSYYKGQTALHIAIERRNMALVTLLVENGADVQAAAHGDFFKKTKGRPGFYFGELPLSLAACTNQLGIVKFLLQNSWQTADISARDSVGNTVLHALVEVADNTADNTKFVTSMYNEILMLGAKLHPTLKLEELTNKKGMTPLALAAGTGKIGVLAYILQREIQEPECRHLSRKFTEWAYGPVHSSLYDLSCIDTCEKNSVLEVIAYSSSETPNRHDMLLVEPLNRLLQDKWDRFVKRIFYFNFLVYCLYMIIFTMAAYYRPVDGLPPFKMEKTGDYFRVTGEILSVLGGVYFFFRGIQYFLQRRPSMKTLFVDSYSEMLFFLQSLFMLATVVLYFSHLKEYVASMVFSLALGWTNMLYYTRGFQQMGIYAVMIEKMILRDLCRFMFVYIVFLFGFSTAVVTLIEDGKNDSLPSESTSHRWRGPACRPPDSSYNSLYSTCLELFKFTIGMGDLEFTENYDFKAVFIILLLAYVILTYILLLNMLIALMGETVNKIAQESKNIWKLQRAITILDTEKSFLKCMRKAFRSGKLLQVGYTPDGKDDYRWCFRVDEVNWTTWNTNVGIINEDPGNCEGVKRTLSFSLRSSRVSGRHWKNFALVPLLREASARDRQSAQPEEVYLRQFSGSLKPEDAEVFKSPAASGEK
#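 Fluo-8 calcium influx in TRPV1-expressing cells, kinetic read (ex 480/em 520 nm). Compound added and read 3 min for agonist activity, followed by capsaicin at EC20 final and 2 min further read for enhancement.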
# ELG1 DNA repair = blocks ELG1-dependent DNA repair in HEK293T cells | HEK293T ELG1-luciferase reporter, luminescence, 16 h; DNA damage induced by 5-fluorouridine | Potency, µM (doses to about 46.1 µM), inactives show at the highest dose activity change, negative = inhibition, hits mostly inhibitors | 330,000 compounds, 2.3% hits; further: potency means the concentration at half of the fitted maximal effect; on the % scale 0 is the no-effect control and ±100 the full control effect; nearly all actives have a fitted effect of over 55% in size
#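 Cells (2,000 per well) received 5-fluorouridine plus test compound or DMSO and were incubated 16 hr at 37 °C, 5% CO2. Luciferase activity was read by luminescence 30 min after ONE-Glo addition; signal suppression marked inhibition of damage-induced ELG1 function.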
# a7 integrin act = activators of alpha7 integrin expression for muscular dystrophy; alpha7betagal myoblasts, beta-gal FDG fluorescence, 48 h; AID 624291; Potency, µM (top dose mostly 38.3 µM), inactives show top-dose activation, hits mostly activators; 350,000 compounds, 0.064% hits;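 further: potency means the concentration at half of the fitted maximal effect; 100% = response of the positive control SU9516; nearly all actives have a fitted effect of over 60% in size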
#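 alpha7betagal+/- myoblasts (passage 13, 250/well) treated 48 h at 37C with compounds at 1:260 dilution of DMSO stock. Lysed, then beta-galactosidase activity read as FDG fluorescence (ex 480/em 540) after 30 min, with pre-read for autofluorescence.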
# MLL CXXC-DNA inh = MLL CXXC-DNA interaction inhibition. Q03164. 290,000 compounds, 0.037% hits. MLL-CXXC / FITC-HOXA9 DNA fluorescence polarization. AID 2662. Potency, µM (top dose mostly 115 µM), for inactives: top-dose activity change, negative = inhibition, most hits filed as inhibitors; active means well fitted inhibition curve with a large enough effect in the polarisation, with a control signal flat, not every such curve was filed as active; inconclusive means small, poorly fitted or top-dose-only effect, or effect the other way, or a change in a side signal; inactive means no such curve, though single readings can be large or run the other way; the % refers to the polarisation; further: potency means the concentration at half of the fitted maximal effect
#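 Steps: dispense CXXC domain solution (7 uM) → pin compounds or unlabeled HOX-A9 DNA control → 5 min ambient → add FLSN-HOX-A9 solution (50 nM) → spin → 30 min ambient → fluorescence polarization. Tris pH 7.5/NaCl/DTT/BSA buffer.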
# PTAP TSG101 blk = blocks PTAP/TSG101 interaction to inhibit HIV-1 budding. Q99816. Fluorescence polarization, FITC-PTAP peptide / Tsg101 binding. Potency, µM (highest dose often 115 µM), inactives show at the top dose activity change, negative = inhibition, most hits filed as inhibitors. 340,000 tested, under 10 active. AID 493005; active means well fitted inhibition curve with a large enough effect in the main read-out, with a control signal flat, not every such curve was filed as active; inconclusive means small, poorly fitted or top-dose-only effect, or effect the other way, or a change in a side signal; inactive means no such curve, though single readings can be large or run the other way; further: potency means the concentration at half of the fitted maximal effect; % of control where 0% means no effect
#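 Fluorescence polarization binding of Tsg101 binding domain (10 uM final) to FITC-labeled PTAP peptide (50 nM final) in HEPES pH 7.5 buffer with NaCl, Tween 20, EDTA, TCEP. Compounds added before peptide; binding 20 min at RT.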
# * hit, by the source's call; ? = inconclusive; . = not tested or not shown; & = joins results of further samples; [ ] = remark or other dose. Unless noted, the call rests on the fitted dose curve; in most records, active means well fitted curve in the direction sought with a large enough effect; inconclusive means small, poorly fitted or top-dose-only effect, or another doubt; inactive means no such curve, though single readings can be large; an effect the other way counts as inactive or inconclusive.
Compound | B2AR arrestin | p53 reactivator | BRCA1 expr act | TCR act | A-T KAP1 phos | TRPV1 agonist | ELG1 DNA repair | a7 integrin act | MLL CXXC-DNA inh | PTAP TSG101 blk
O=C(COC(=O)/C=C/c1ccccc1)NNC(=O)c1ccccc1F | 0.2% | 12% | 0% | 11% | 1% | 1 | ? | 5% | . | -1%
COC(=O)c1cc(NC(=O)c2nccnc2C(=O)O)cc(C(=O)OC)c1 | -0.6% | -1% | 9% | -6% | 5% | -2 | -5% | 10% | -14% | -2%
COc1ccc(Cl)cc1-n1c(=S)sc2c(=O)n(-c3ccc(F)cc3)c(SCC(=O)O)nc21 | -0.4% | 1% | -4% | -1% | 2% | -5 | 0% | ? | -2% | -1%
CCN(Cc1nc2ccccc2c(=O)[nH]1)C(=O)c1cc2c(s1)CCCCC2 | 0.1% | 9% | -18% | 12% | -11% | -2 | -7% | -32% | . | 1%
O=C(O)c1ccc(N/N=C2/CCCc3ccccc32)cc1 | 0.1% | 6% | 7.1µM* | 0% | -2% | 2 | ? | -8% | -3% | -7%
Cc1cccc(OCc2nnc(SCC(=O)N3CC(=O)Nc4ccccc43)o2)c1 | -1.1% | 1% | -20% | 5% | 2% | 2 | 9% | -25% | 3% | -1%
Cc1nn(-c2ccc(F)cc2)c(Cl)c1/C=N/NC(=O)c1cccc(S(=O)(=O)N2CCCC2)c1 | -1.4% | -7% | -9% | -2%[46.1 µM] | -7% | -3 | 0% | 9% | -5% | 2%
CCCCCCCCCCOC(=O)Cn1c(COc2ccc(Cl)cc2)[n+](C)c2ccccc21 | 0.3% | -4% | -65% | -1% | 1% | 9 | -18% | -58%[inhibitor] | 109%[activator] | -7%
CCOC(=O)N1c2ccccc2C=CC1OCC (stereo not given) | -1.7% | 3% | . | . | 12% | -6 | -5% | . | 1% | .
COc1ccc(C(=O)O/N=C/c2c(C(F)(F)F)nn(C)c2SCc2ccccc2Cl)cc1 | -0.6% | -2% | -64% | 7% | -2% | 2 | -17% | -55%[inhibitor] | 54%[activator] | -1%
CC(=O)c1cccc(NC(=O)CSc2ccc(-c3ccco3)nn2)c1 | -0.4% | -2% | -8% | 1% | 9% | 3 | -13% | -45% | -6% | -4%
CCc1ccc(Nc2ncc3c(n2)CC(C)(C)CC3=O)cc1 | -0.2% | 18% | ? | 6% | -3% | ? | ? | 0% | 3% | -5%
CCOc1ccc(-n2c(SCc3ccc([N+](=O)[O-])cc3)nnc2-c2ccccc2)cc1 | -0.1% | -11% | -59% | -3%[46.1 µM] | 4% | 22 | -22% | -38% | -10% | 21%
COC(=O)C1=C(C)N(Cc2ccco2)C(=O)N[C@@H]1c1ccco1 | . | . | -17% | -4% | . | . | . | -12% | . | 6%
CC(=O)NS(=O)(=O)c1ccc(NC(=O)c2cc(-c3ccc(C)c(C)c3)nc3ccccc23)cc1 | -0.3% | 4% | 35% | 0% | -3% | 1 | ? | 6% | -28% | -2%
Fc1ccc(SCCc2ccncc2)cc1 | -1.0%&0.3% | 2%&14% | 3%&18% | 0%&3% | 3%&0% | 5&-2 | -7%&6% | -13%&4% | -3%&4% | -4%&-5%
NC1=NC(=O)/C(=C/c2ccc(OCC(=O)O)cc2)S1 | 0.0% | -2% | 10% | -1% | -9% | 1 | -1% | ? | 30% | 1%
COC(=O)c1ccccc1NC(=O)c1c(O)c2cccc3c2n(c1=O)CCC3 | -0.8% | -33%[inhibitor] | . | . | -5% | -3 | ? | . | 4% | .
O=C(O)CCSCCCN1C(=O)c2cccc3cccc(c23)C1=O | 0.3% | -7% | -12% | 1% | -14% | 1 | -17% | 17% | 2% | -2%
O=C(CSc1nnc(CNC(=O)c2c(F)cccc2F)o1)Nc1ccc2c(c1)OCO2 | -0.7% | 11% | 0% | 5% | 6% | 1 | 14% | 9% | -1% | -3%
Oc1cc(Nc2cccnc2)cc2cccnc12 | -0.3%&-0.2% | ? | -64% | 0% | -16%&1% | . | ? | . | . | -6%
CCn1c(-c2ccccc2Cl)nn(CC(=O)Nc2cc(Cl)ccc2Cl)c1=S | 0.0% | -6% | -10% | 0% | -9% | -2 | ? | 7% | 2% | 2%
CN(C)c1nn(C(=O)Nc2ccc(Cl)cc2Cl)cc1-c1ccccc1 | -1.0% | 5% | -1% | 4% | 3% | 5 | 6% | 16% | 3% | 2%
CCN1CCN(c2oc(-c3ccccc3)nc2S(=O)(=O)c2ccc(C)cc2)CC1 | 0.2% | -5% | -9% | -5% | -1% | 22 | -2% | 7% | . | -2%
Cc1ccc(C(=O)n2ncn(C)c2=S)cc1 | -0.1% | 0% | 8% | 5% | -1% | -1 | 2% | -13% | 64%[activator] | 0%
O=S(=O)(/N=C(/Nc1cccnc1Cl)c1ccccc1)c1ccccc1 | -0.5% | -1% | -12% | 4% | 2% | . | 0% | -16% | . | 2%
C/C(=N\NC(=S)NCC(C)(C)C)c1cc(F)cc(F)c1O | 0.7% | 15% | -59% | -4% | 5% | 10 | ? | -35% | -12% | -5%
CCCCOc1ccc(-c2c(C#N)c(N)[nH]c(=S)c2C#N)cc1 | 3.0% | 2% | -17% | -1% | -19% | -5 | 1% | 1% | 1% | -2%
CC(=O)N1CCc2c(sc(NC(=O)CCS(=O)(=O)c3ccccc3)c2C#N)C1 | 0.4% | -29% | -76% | -5% | -6% | -4 | ? | -47%[inhibitor] | 3% | -2%
CCn1cc(/C=C(\NC(=O)c2ccc(OC)cc2)C(=O)N2CCOCC2)c2ccccc21 | -0.1% | -15% | 1% | 2% | -4% | -2 | 4% | -1% | -3% | -6%
CCc1ccc(NC(=S)N(CCOC)C2CCN(C(C)=O)CC2)cc1 | 0.4% | -4% | 6% | -3% | 7% | -9 | -3% | 8% | 3% | -1%
COC(c1ccccc1)c1nnc(CCC(=O)N2CCCCCCC2)o1 (stereo not given) | 0.4% | 0% | 0% | -5% | 4%[11.5 µM] | -2 | 8% | 0% | -3% | -7%
Cc1cc(=O)[nH]c(SCc2nc3ccc([N+](=O)[O-])cc3[nH]2)n1 | -0.3% | 6% | -8% | 14%[46.1 µM] | 0% | 0 | 15% | 0% | 5% | -7%
CCOC(=O)c1sc(NC(=O)CN2CCN(c3ccc(OC)cc3)CC2)nc1C | -0.8% | -38%[inhibitor] | 2% | -1% | -1% | 1 | -20% | 18% | 0% | 0%
CCCCCCCC(=O)O | -1.0% | -1% | -19% | -7% | 5% | . | 0% | 29% | -2% | -2%
NC(=O)c1ccc(NC(=O)CSc2nnc(-c3ccc4c(c3)OCO4)o2)cc1 | 0.2% | 5% | -38% | 14% | 6% | 22 | 21% | 19% | . | -3%
CC1CCN(C(=O)CCc2ccc(S(=O)(=O)NC(C)(C)C)cc2)CC1 | 0.0% | 0% | -3% | . | 2% | 16 | -4% | -16% | 4% | -7%
COc1ccccc1C(=O)OCc1nc(N)nc(Nc2ccccc2C)n1 | -0.4% | ? | ? | -2%[46.1 µM] | -3% | -5 | ? | 15% | -1% | 0%
Cc1nn(C)c(C(=O)NNC(=S)NCC(C)C)c1Cl | -1.6% | -2% | -15% | -3%[46.1 µM] | 1% | 1 | 14% | -4% | 5% | -4%
COC(=O)c1cn(NC(=O)c2ccccc2[N+](=O)[O-])c(=O)c2ccccc12 | -0.7% | 2% | -18% | -5% | -8% | ? | -2% | 6% | 10% | 0%
Cn1c(O)c(N=NC(=O)Cc2c[nH]c3ccccc23)c2ccccc21 | . | . | -32% | -7% | . | . | . | -3% | . | -3%
O=c1ccc2ccc(Oc3ccc([N+](=O)[O-])cc3[N+](=O)[O-])cc2o1 | -1.0% | -24% | . | -4%[46.1 µM] | -7% | -2 | ? | . | 1% | .
CCn1c(SCC#N)nc2c(c1=O)C1(CCCC1)Cc1ccccc1-2 | 0.3% | 29% | 0% | -2% | 5% | 2 | -15% | -6% | -8% | -9%
COc1cccc(CNC(=O)COC(=O)c2ccc(Cl)s2)c1 | -0.3% | 1% | -12% | 0% | 2% | . | 28% | -13% | . | 0%
Cc1ccc(S(=O)(=O)N(CC(O)CN2CCCCC2)c2ccccc2)cc1 (stereo not given) | 0.1% | 3% | 0% | -4% | 6% | . | 0% | 15% | -4% | -2%

# One compound at a time, from the list above.
# Profile of COC(=O)c1cn(NC(=O)c2ccccc2[N+](=O)[O-])c(=O)c2ccccc12 = B2AR arrestin: -0.7%; p53 reactivator: 2%; BRCA1 expr act: -18%; TCR act: -5%; A-T KAP1 phos: -8%; TRPV1 agonist: ?; ELG1 DNA repair: -2%; a7 integrin act: 6%; MLL CXXC-DNA inh: 10%; PTAP TSG101 blk: 0%
# Profile of COC(c1ccccc1)c1nnc(CCC(=O)N2CCCCCCC2)o1 (stereo not given) = B2AR arrestin: 0.4%; p53 reactivator: 0%; BRCA1 expr act: 0%; TCR act: -5%; A-T KAP1 phos: 4%[11.5 µM]; TRPV1 agonist: -2; ELG1 DNA repair: 8%; a7 integrin act: 0%; MLL CXXC-DNA inh: -3%; PTAP TSG101 blk: -7%
